Assay outcomes from PubChem BioAssay.
DT40 TDP1 no CPT – qHTS for Inhibitors of human tyrosyl-DNA phosphodiesterase 1 (TDP1): qHTS in cells in absence of CPT | DT40 Tdp1-/- hTDP1 cells, no CPT, ATP luminescence, 48 h | actives 15% (n = 420,000) | Potency, µM (series often up to 46.2 µM), for inactives: at the top dose activity change, negative = growth inhibition, actives largely listed as inhibitors; note: nearly all actives have a fitted effect of over 55% in size
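A cellular qHTS used chicken DT40 cells lacking endogenous Tdp1 but carrying stably transfected human TDP1. Compounds were applied without camptothecin, and cell growth kinetics were judged by ATP-dependent luminescence after ≥48 hr.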
KAT2A inh – blocks human GCN5L2 histone acetyltransferase. Potency, µM (series often up to 58.9 µM), inactives show at the highest dose activity change, negative = inhibition, actives largely listed as inhibitors. actives 0.21% (n = 390,000). Q92830. AID 504327. GCN5L2 HAT assay, ThioGlo1 CoA-SH fluorescence
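GCN5L2 (20 nM) in 50mM HEPES pH 7.5, 0.1mM EDTA, 0.01% Tween-20 preincubated 15 min with compounds at room temperature. Reaction started with H3(1-25) 75uM, acetyl-CoA 70uM, ThioGlo1 50uM; CoA-thiol fluorescence (Ex340/Em540) read at 0 and 20 min.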
TDP1 inh – blocks human tyrosyl-DNA phosphodiesterase 1 | Q9NUW8 | Potency, µM (top dose mostly 130 µM), inactives show at the highest dose activity change, negative = inhibition, most hits filed as inhibitors | recombinant TDP1, AlphaScreen DNA substrate cleavage | actives 0.28% (n = 350,000) | AID 485290; note: nearly all actives have a fitted effect of over 40% in size
Target sequence (Q9NUW8 whole entry, looked up): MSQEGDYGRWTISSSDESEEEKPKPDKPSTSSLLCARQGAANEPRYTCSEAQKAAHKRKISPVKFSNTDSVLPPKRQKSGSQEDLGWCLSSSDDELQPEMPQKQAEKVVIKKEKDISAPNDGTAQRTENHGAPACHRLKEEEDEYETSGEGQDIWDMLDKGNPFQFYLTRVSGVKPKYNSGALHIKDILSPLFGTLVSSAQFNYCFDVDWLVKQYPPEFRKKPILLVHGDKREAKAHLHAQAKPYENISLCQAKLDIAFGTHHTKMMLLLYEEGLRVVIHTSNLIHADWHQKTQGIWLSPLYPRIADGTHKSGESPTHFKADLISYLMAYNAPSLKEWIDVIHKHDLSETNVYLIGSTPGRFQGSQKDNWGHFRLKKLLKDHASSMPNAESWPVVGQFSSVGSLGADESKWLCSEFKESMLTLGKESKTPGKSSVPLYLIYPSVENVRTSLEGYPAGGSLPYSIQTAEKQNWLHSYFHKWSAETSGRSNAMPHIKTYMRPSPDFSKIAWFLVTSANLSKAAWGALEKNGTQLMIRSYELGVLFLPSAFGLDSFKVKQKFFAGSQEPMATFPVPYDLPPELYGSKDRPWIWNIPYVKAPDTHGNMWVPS
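Signal: AlphaScreen proximity between streptavidin donor and anti-FITC acceptor beads on intact substrate. Reaction: Tdp1 1 nM, substrate 15 nM final, 5 min RT after 15 min compound preincubation.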
* marks the source's active call; other numbers are inactive results; u = inconclusive; x = no result given; & = joins results of further samples. Calls come from the whole dose curve; as a rule, active = well fitted curve in the direction sought with a large enough effect; inconclusive = small, poorly fitted or top-dose-only effect, or another doubt; inactive = no such curve, though single readings can be large; an effect the other way counts as inactive or inconclusive. % is set by controls: 0 for no effect and ±100 for the full control effect; potency is the fitted concentration of half-maximal effect. Only part of the results is shown. The share of hits here may be higher or lower than overall.

Results follow in this order: DT40 TDP1 no CPT	KAT2A inh	TDP1 inh
CC(C)c1ccc(N(CC(=O)NCc2ccco2)C(=O)CCC(=O)Nc2ccccn2)cc1
  -27%	-1%	-10%
CCOC(=O)N1CCN(C(=O)CNC2CCCCCCC2)CC1
  6%	-1%	-15%
O=C(COc1ccc(F)cc1)NNC(=O)Cn1ccc(C(F)(F)F)n1
  -1%	1%	0%
O=C(NCCC(=O)N1CCc2ccccc21)c1ccco1
  -9%	-1%	x
Cc1ccc(Cl)cc1NC(=O)C1COc2ccccc2O1 (stereo unspecified)
  -27%	-21%	-4%
CC1(C)CC(=O)C2=C(C1)N(C1CCCCC1)C(=O)C2(O)C(F)(F)F (stereo unspecified)
  -4%	-6%	-4%
C=CCn1c(SCC(=O)NC(=O)NCc2ccco2)nc2sc(C)c(C)c2c1=O
  u	2%	6%
COc1cccc2c(C)cc(N3CCCCCC3)nc12
  u	2%	0%
C/C(=N\NC(=O)c1nnn(-c2nonc2N)c1-c1cccs1)c1cccnc1
  -8%	-4%	3%
O=C(COC(=O)c1ccc2c(c1)OCCO2)NCc1ccccc1Cl
  -10%	-5%	0%
O=C(CCCn1c(=O)c2cccn2c2ccccc21)NCCc1ccc(Cl)cc1
  u	-5%	9%
COc1cc(NC(=O)c2ccccc2)c(OC)cc1NC(=O)Cc1ccc(C)cc1
  -24%	-9%	x
CC(=O)N1N=C(c2ccc(Cl)cc2)CC1c1ccc([N+](=O)[O-])cc1 (stereo unspecified)
  u	-2%	x
CN(CC(=O)Nc1cccc(F)c1)C(=O)c1cccc(-n2cccc2)c1
  u	u	x
Nc1nc(SCc2ccc(Cl)cc2)[nH]c(=O)c1-c1ccccc1
  u	-1%	-2%
Cc1ccc(NC(=O)c2ccc(NCc3ccc(F)cc3)nc2)cc1
  -26%	-7%	1%
Cc1ccc2nc(-c3ccc(Cl)s3)c(Nc3ccc4c(c3)OCCO4)n2c1
  u	-1%	8%
C[n+]1c2n(c3ccccc31)N=C(c1ccc(-c3ccccc3)cc1)CS2
  0.52µM*	-4%	9%
COc1ccccc1N1CCN(C(=O)c2cc(-c3ccc(C)c(F)c3)on2)CC1
  u	-1%	6%
CCc1ccc(C(=O)c2c(N)c(-c3nc(-c4ccc5c(c4)OCO5)cs3)c3ccccn23)cc1
  -21%	-3%	8%
Cc1cc(N)n2ncc(-c3ccc(F)cc3)c2n1
  0%	-4%	-2%
N#C/C(=C(/O)CCl)c1nc2c(s1)CCc1ccccc1-2
  13µM*	-14%	11%
Cc1ccc(NC(=O)CN(C)C(=O)c2cc(C)on2)cc1
  6%	1%	0%
COc1cc(C(=O)NC(=S)Nc2csc(-c3ccc(F)cc3)n2)cc(OC)c1OC
  u	1%	0%
CC(C)(C)c1ccc(-c2cn(-c3ccc(Br)cc3)c3[n+]2CCCS3)cc1
  0.18µM*	-4%	5%
COc1ccc(S(=O)(=O)NCCSCc2ccco2)cc1Cl
  -18%	-14%	-2%
O=c1c2cc3c(nc2ncn1Cc1ccc(Cl)cc1)CCCC3
  u	-21%	3%
Cc1ccc(-c2nn(C)c(=O)c3ccccc23)cc1CNC(=O)c1ccco1
  -3%	u	1%
COc1ccc(-c2cn3nc(N4CCC(C(=O)Nc5ccccc5OC)CC4)sc3n2)cc1
  u	-9%	7%
O=c1cc(CSc2ncn[nH]2)[nH]c2c(Cl)cccc12
  u	-12%	8%
CCn1c(SCC(=O)Nc2cccc(O)c2)nc2c1c(=O)n(C)c(=O)n2C
  -17%	-4%	4%
O=C(C1=C(O)C(=O)N(CC2CCCO2)C1c1ccccc1Cl)c1ccco1 (stereo unspecified)
  -1%	-5%	x
CSCCC(NC(=O)c1cccc(C)c1)C(=O)Nc1sccc1C(N)=O (stereo unspecified)
  u	-14%	-18%
CCn1c(SCC(=O)Nc2cccc(C)c2)nc2ccccc2c1=O
  u	-3%	x
C/C(=N\NC(=O)c1nnn(-c2nonc2N)c1CSc1ccc(C)cc1)c1ccco1
  3%	-3%	0%
O=S(=O)(c1cccs1)N1CCc2ccccc2C1
  -12%	-3%	3%
Cc1ccc(CS(=O)Cc2ccc(C(=O)NC3CCC(C)CC3)o2)cc1 (stereo unspecified)
  -17%	-3%	3%
Cc1cc2nn(-c3ccc(F)cc3)nc2cc1NC(=O)c1cc(Cl)ccc1Cl
  -25%	6%	1%
COc1ccc(OCCC(=O)OCC(=O)NCCC2=CCCCC2)cc1
  6%	-8%	2%
Cc1cccc(Cn2c(SCc3ccc(C(=O)NCc4cccs4)cc3)nc3cccnc32)c1
  15µM*	-4%	1%
CC(=O)Nc1ccc(S(=O)(=O)N(C)Cc2ccccc2)cc1
  3%	-10%	3%
Cc1ccc(S(=O)(=O)NNC(=O)C(=O)NNS(=O)(=O)c2ccc(C)cc2)cc1
  1%	-6%	-5%
O=C1c2ccccc2N2C(=O)c3ccccc3C2N1Cc1ccccc1 (stereo unspecified)
  u	-2%	2%
Cc1cccc(NC(=O)CN2C(=O)c3ccccc3S2(=O)=O)n1
  0%	2%	-10%
O=C(NCCc1ccc(Cl)cc1)C1(c2cccs2)CCOCC1
  -28%	-1%	3%
Cc1ccccc1NC(=O)c1ccc(NC(=O)N2CCSc3ncccc32)cc1
  u	-5%	6%
CCOC(=O)N1CCN(Cc2nc3c(c(=O)n(C)c(=O)n3C)n2Cc2ccc(F)cc2)CC1
  u	-6%	-3%
O=C(c1ccc(Cl)c([N+](=O)[O-])c1)N(Cc1ccccc1)C1CCS(=O)(=O)C1 (stereo unspecified)
  u	-20%	1%
O=C(Nc1ccc2sccc2c1)c1ccc(Cl)s1
  -6%	0%	3%
O=C(C1CCN(S(=O)(=O)c2ccc(-n3cnnn3)cc2)CC1)N1CCCCC1
  u	0%	-9%

Next section:
Results follow in this order: DT40 TDP1 no CPT	KAT2A inh	TDP1 inh
Cc1nnc(NC(=O)c2csc3c2CCCC3)s1
  x	-9%	-2%
CC12CCC(=O)N1c1ccccc1C(=O)N2c1ccccc1 (stereo unspecified)
  u	-18%	0%
Cc1cccc(-c2nsc(SCC(=O)N3CCCC3)n2)c1
  u	7%	4%
CCOC(=O)c1cc2occc2n1CC(=O)NCCOC
  -2%	-10%	-2%
Cc1cccc(NS(=O)(=O)c2nnc(NC(=O)c3cccc(C)c3)s2)c1
  -30%&-28%	4%&-4%	-3%
CC(=O)Oc1ccc2oc(=O)c3c(c2c1)CCCN3C(=O)CN1CCN(c2ncccn2)CC1
  u	12%	2%
COc1ccc(Cl)cc1NC(=S)NCc1cccnc1
  u	-6%	-3%
CCOc1cc(CNCc2ccccc2)ccc1OCc1ccc(Cl)cc1
  5.8µM*	u	x
C=CCN(Cc1nc(-c2ccccc2)no1)C(=O)c1ccco1
  u	-6%	13%
O=C(c1ccccc1Br)N1CCC(c2nc3ccccc3o2)CC1
  u	1%	4%
COC(=O)C1=CN(CC2CCCO2)C=C(C(=O)OC)C1c1cc(OC)c(OC)c(OC)c1 (stereo unspecified)
  16%	x	3%
CC(C)N1CCC(N2CCN(C3CCCCCC3)CC2CCO)CC1 (stereo unspecified)
  2%	-23%	3%
O=C(COc1ccccc1)NC(=S)Nc1cccc2cc(O)ccc12
  15%	-6%	4%
CCOC(=O)c1sc(NC(=O)c2ccc(OC)cc2)nc1C
  0%	-8%	2%
CCOc1ccc(-c2nc(Cn3c(=O)cc(-c4ccccc4)c4c(C)nn(C)c43)c(C)o2)cc1
  4%	-9%	7%
FC(F)(F)c1ccc2c(c1)n(Cc1ccccc1)c1[n+]2CCCCC1
  u	u	2%
Cc1cc(OC(=O)c2cccc([N+](=O)[O-])c2)c(C)cc1CN1CCOCC1
  -15%	0%	8%
Fc1ccc(NC(=S)Nc2cccc(Cl)c2)cc1
  u	5%	-1%
Cc1cc(NC(=O)CSc2ncc(C(=O)Nc3ccc(Cl)cc3)c(=O)n2C)no1
  -4%	-1%	3%
Cc1sc2ncnc(NCC(c3ccco3)N(C)C)c2c1C (stereo unspecified)
  u	-1%	4%

Reformatted field by field: entries from further up.
FC(F)(F)c1ccc2c(c1)n(Cc1ccccc1)c1[n+]2CCCCC1
  DT40 TDP1 no CPT: u; KAT2A inh: u; TDP1 inh: 2%
Cc1cc(OC(=O)c2cccc([N+](=O)[O-])c2)c(C)cc1CN1CCOCC1
  DT40 TDP1 no CPT: -15%; KAT2A inh: 0%; TDP1 inh: 8%

New compounds follow:
Results follow in this order: DT40 TDP1 no CPT	KAT2A inh	TDP1 inh
Cc1cc(SCC(=O)OCC(=O)NCC2CCCO2)c(C)cc1Br (stereo unspecified)
  u	-3%	0%
N=C(N)SCc1ccc(Cl)cc1Cl
  18µM*	2%	11%
O=c1oc(-c2ccccc2F)nc2scc(-c3ccccc3)c12
  -29%	-1%	7%
COc1cccc(-c2ccc3nnc(SCC(=O)Nc4ccc(NC(C)=O)cc4)n3n2)c1
  u	-24%	x
CN(c1ccccc1C(=O)Nc1ccccc1-c1ccccc1)S(C)(=O)=O
  -3%	1%	x
S=C(NCCCN1CCOCC1)Nc1ccc(Cl)c(Cl)c1
  -15%	-4%	0%
COc1nccnc1NS(=O)(=O)c1ccc(NC(=S)NC(=O)/C=C/c2ccc(F)cc2)cc1
  -7%	-1%	9%
COc1ccc(CN2COc3ccc4c(C)cc(=O)oc4c3C2)cc1
  x	u	0%
CC(NC(=O)c1cc2ccccn2n1)c1ccccc1 (stereo unspecified)
  0%	-5%	3%
C=CCn1c(Cc2cccs2)nnc1SCC(=O)c1ccc2ccccc2c1
  u	-6%	8%

6 compounds from above with just KAT2A inh:
Compound	KAT2A inh
CN(c1ccccc1C(=O)Nc1ccccc1-c1ccccc1)S(C)(=O)=O	1%
S=C(NCCCN1CCOCC1)Nc1ccc(Cl)c(Cl)c1	-4%
COc1nccnc1NS(=O)(=O)c1ccc(NC(=S)NC(=O)/C=C/c2ccc(F)cc2)cc1	-1%
COc1ccc(CN2COc3ccc4c(C)cc(=O)oc4c3C2)cc1	u
CC(NC(=O)c1cc2ccccn2n1)c1ccccc1 (stereo unspecified)	-5%
C=CCn1c(Cc2cccs2)nnc1SCC(=O)c1ccc2ccccc2c1	-6%

Record cards, from the list above. Values in the order: DT40 TDP1 no CPT, KAT2A inh, TDP1 inh
`Cc1sc2ncnc(NCC(c3ccco3)N(C)C)c2c1C` (stereo unspecified) is listed as u, -1%, 4%
`C/C(=N\NC(=O)c1nnn(-c2nonc2N)c1CSc1ccc(C)cc1)c1ccco1` is listed as 3%, -3%, 0%

Next section:
Results follow in this order: DT40 TDP1 no CPT	KAT2A inh	TDP1 inh
COc1cc(CCC(=O)Nc2ccc(C)c(S(=O)(=O)N3CCCCCC3)c2)cc(OC)c1OC
  7.3µM*	-1%	1%
Cc1cc(C(=O)Nc2ccc(Cl)cc2)c2ccccc2n1
  -8%	-2%	x
COc1ccc2c(c1)c1c(c(=O)n(-c3ccc(C)cc3)c(=O)n1CC(=O)N1CCCC1)n2C
  21µM*	u	8%
COc1cccc(C2Nc3ccccc3C(=O)N2O)c1O (stereo unspecified)
  -2%	-18%	5%
CC(C)(C)NC(=O)/C=C/c1cccs1
  14%	-13%	6%
CCOc1nc(C)cc(C)c1S(=O)(=O)c1ccc(Cl)cc1
  u	2%	-11%
O=[N+]([O-])c1ccc(Cl)cc1N1CCCC1
  1%	-6%	3%
Cc1ccc(C2C(C#N)=C(N)SC(N)=C2C#N)c(C)c1
  u	-12%	-7%
O=S(=O)(c1cccs1)N1CCN(c2ccnc3cc(Cl)ccc23)CC1
  23µM*	-4%	3%
CC1(C)CC(N2CCN(CCO)CC2)=CC(=S)N1
  6%	4%	0%
CCN(C(=O)CSc1nnnn1-c1ccc(OC)cc1)C1CCS(=O)(=O)C1 (stereo unspecified)
  8%	-10%	1%
Cc1ccc(C)c(NC(=O)C2CCCN(S(=O)(=O)c3cccc4nsnc34)C2)c1 (stereo unspecified)
  26µM*	0%	-7%
CCCCc1cc(=O)oc2cc(OCC(=O)NCc3ccccn3)c(Cl)cc12
  0%	-2%	2%
Cc1ccccc1C(=O)NCCSc1ccccc1
  -9%	-8%	2%
O=C(O)CCC(NS(=O)(=O)c1ccc(N2CCCC2=O)cc1)C(=O)O (stereo unspecified)
  -7%	-4%	x
Cc1cc(C)cc(NS(=O)(=O)c2cnc(Cl)c(Cl)c2)c1
  u	-9%	1%
